# Compound activity: PubChem, several laboratories
# Spn MK inh = S. pneumoniae mevalonate kinase inhibition; purified MK, PK/LDH-coupled NADH absorbance 340 nm; inhibition, % at 10 µM; 0.48% of 65,000 active; AID 555;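 active = ranked among the strongest by inhibition in the single 10 µM screen, a fixed top-ranked set picked for dose follow-up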; note: no value below 0 was filed
# HPDE-C7 viability = cytotoxicity in HPDE-C7 cells, cell-based, fluorescence, HTS (AID 430). HPDE-C7 pancreatic duct cells viability, fluorescence; higher % means a stronger effect. cytotoxicity, % at 10 µM; hits with a dose series show EC50 in µM. 1.8% of 63,000 active;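 note: cells exposed to compound for 48 hours before viability readout; 0% = vehicle and 100% = reference cytotoxic drug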
# KRASV12 cytotoxicity = viability loss of HPDE-C7K cells – cell-based, fluorescence, HTS, primary screen (AID 431); cytotoxicity, % at 10 µM; hits with a dose series show EC50 in µM; 1.7% of 63,000 active; HPDE-C7K KRASV12 cells, Alamar Blue viability, 48 h; higher % means a stronger effect;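 active = compounds whose percent cytotoxicity in the single-dose primary screen, scaled between solvent and toxic-drug controls, exceeds 50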;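 note: 0% = DMSO solvent wells and 100% = doxorubicin-treated wells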
# DPM-DC inhibit = inhibitors of Streptococcus pneumoniae diphosphomevalonate decarboxylase. AID 556. 0.49% of 65,000 active. calls only at 10 µM. purified DPM-DC, PK/LDH coupled NADH fluorescence;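 active = the 320 compounds with the highest percent inhibition in the single-dose primary screen, excluding strongly autofluorescent ones, cut at about 32% in these data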;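 note: kinetic rate of NADH fluorescence loss reporting ADP formed by the decarboxylase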
# LYP phosphatase = LYP phosphatase inhibitors, primary screen, biochemical, DiFMUP fluorescence, recombinant catalytic domain, 10 µM (AID 606) | recombinant LYP catalytic domain, DiFMUP fluorescence; higher % means a stronger effect | inhibition, % at 10 µM, or IC50 in µM where a hit was titrated | 52,000 tested, under 10 active;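 active = IC50 under 40 µM in the dose-response test; inactive = IC50 of 40 µM or more, or never dose-tested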
# Spn PMK inh = inhibitors of Streptococcus pneumoniae phosphomevalonate kinase. 0.49% of 65,000 active. inhibition, % at 10 µM. purified PMK, PK/LDH-coupled NADH absorbance 340 nm;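 active = top-ranked compounds by inhibition in the single 10 µM screen, taking a fixed number of the strongest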;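 note: 0% = full reaction with DMSO carrier and 100% = background rate without enzyme reaction; no value below 0 was filed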
# HT1080 viability = HT1080 cell viability loss – fluorescence readout (AID 620) | HT1080 viability, fluorescence; higher % means a stronger effect | cytotoxicity, % at 10 µM, or EC50 in µM where a hit was titrated | 0.42% of 87,000 active;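 note: cells exposed to compound overnight then 4 h with Alamar Blue; 0% = vehicle DMSO and 100% = killing control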
# Bfl-1 displacement = displacement of Bid BH3 peptide from Bfl-1 – biochemical, fluorescence polarization, FITC-Bid, mouse, primary screen (AID 432). displacement, % at 20 µM; hits with a dose series show IC50 in µM. 0.02% of 64,000 active. FITC-Bid BH3 peptide fluorescence polarization displacement; higher % means a stronger effect; in the data active = a potency from the dose series; inactive = the rest, 99 in 100 with displacement below about 15%; note: strong numbers were not always called active
# Alkaline phosphatase = human TNAP enzyme inhibitors, biochemical, luminescent (AID 518); purified TNAP enzyme, luminescent substrate readout; higher % means a stronger effect; inhibition, % at 20 µM, or IC50 in µM where a hit was titrated; 0.09% of 64,000 active; in the data active = a potency from the dose series; inactive = the rest, 99 in 100 with inhibition below about 22%;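 note: plate controls were vehicle for no effect and reference inhibitor for full effect; many of its hits are not listed in these tables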
# Spn PMK inh pilot replicates = also measured in Spn PMK inh; calls as there; inhibition, %; measured here: pilot screen replicates
# Spn MK inh pilot replicates = also measured in Spn MK inh; calls as there; inhibition, %; measured here: pilot screen replicates
# DPM-DC inhibit pilot screen % = also measured in DPM-DC inhibit; calls as there; inhibition, %; measured here: pilot screen trials
# Active calls of the source: *; i = inactive; . = no result given. Cut-off read from the data, not from the text of the source, unless noted: active = cytotoxicity above about 50%; inactive = the rest.
SMILES,Spn MK inh,HPDE-C7 viability,KRASV12 cytotoxicity,DPM-DC inhibit,LYP phosphatase,Spn PMK inh,HT1080 viability,Bfl-1 displacement,Alkaline phosphatase,others
CC(C)C[C@H](N)c1nnc(S(=O)(=O)Cc2cccc(F)c2)o1,7,19%,-7%,i,2%,7,-2%,-6%,10%,
Cc1nccn1CC(=O)O,0,-5%,4%,i,8%,14,1%,-7%,4%,
c1ccc(-c2nn3c(C4COc5ccccc5O4)nnc3s2)cc1 (configuration not stated),4,2%,-8%,i,-15%,9,-8%,-5%,7%,
COc1ccc(C(=O)CSc2nnc(Cc3ccccc3)o2)cc1,14,-11%,-12%,i,15%,15,7%,1%,7%,
Cc1c(NS(=O)(=O)CC23CCC(CC2=O)C3(C)C)c(=O)n(-c2ccccc2)n1C (configuration not stated),0,-8%,-1%,i,-6%,0,-13%,-1%,-12%,
CCN(CC)c1ccc(NC(=O)c2nc3nc(C)cc(C(F)F)n3n2)cc1,8,19%,28%,i,5%,0,0%,0%,18%,Spn PMK inh pilot replicates=4.0;Spn MK inh pilot replicates=0.0;DPM-DC inhibit pilot screen %=1.5
CC(=O)Cc1nsc(NC(=O)c2ccc(-c3ccc(Cl)c(C(F)(F)F)c3)o2)n1,2,11%,33%,i,.,11,8%,-2%,9%,
CSc1nc(-c2ccccc2O)nc(-c2ccccc2O)n1,8,-7%,11%,i,0%,10,24%,4%,10%,
CCCCOc1ccc(C2(C)CC(=O)NC2=O)cc1 (configuration not stated),5,-17%,-9%,i,6%,14,5%,0%,13%,
COc1ccc(C2C3=C(CC(c4ccco4)CC3=O)Nc3ccccc3N2C(C)=O)cc1 (configuration not stated),4,-13%,-6%,i,-12%,9,1%,6%,8%,
CC1CN(Cc2nc3c(c(=O)[nH]c(=O)n3C)n2CCN2CCOCC2)CC(C)O1 (configuration not stated),1,-13%,-12%,i,-1%,2,6%,3%,6%,
O=C(NCC(c1cccnc1)N1CCOCC1)Nc1ccccc1 (configuration not stated),5,-7%,-2%,i,6%,13,-1%,-7%,6%,
COc1ccc(C2CC(=O)c3cnc(NC(=O)c4ccccc4)nc3C2)cc1OC (configuration not stated),6,-6%,0%,i,0%,5,-1%,-6%,4%,
CCOC(=O)C1C(C)N=C2SCC(=O)N2C1c1cccc(Br)c1 (configuration not stated),5,-5%,-13%,i,2%,9,-15%,-1%,3%,
CCOC(=O)Nc1c(C)n(C)n(-c2ccccc2)c1=O,0,.,.,i,5%,17,.,.,.,
Cc1cc(C)nc(N2CCC(C(=O)NCc3cccc(C(F)(F)F)c3)CC2)n1,3,-6%,12%,i,1%,5,-3%,-2%,8%,Spn PMK inh pilot replicates=3.0;Spn MK inh pilot replicates=0.0;DPM-DC inhibit pilot screen %=0.0
CCOc1ccc(OCC)c(NC(=O)C2CCCN(S(=O)(=O)c3c(C)n[nH]c3C)C2)c1 (configuration not stated),0,-4%,1%,i,3%,0,-8%,-4%,4%,
CCSCCOC(=O)C1=C(C)NC(=O)NC1c1cccc(OC)c1OC (configuration not stated),6,2%,6%,i,5%,15,-3%,2%,4%,
COCCNC(=O)c1noc2c1CCc1cc(OC)ccc1-2,0,-4%,0%,i,.,15,-9%,-3%,5%,
CCOC(=O)CSc1nnc(-c2cccs2)n1-c1ccccc1,0,-5%,5%,i,4%,0,0%,-4%,7%,
CC1CCCN(Cc2nc3c(c(=O)n(C)c(=O)n3C)n2Cc2c(F)cccc2Cl)C1 (configuration not stated),2,4%,-2%,i,6%,3,-19%,0%,10%,
CC(=O)N=C1SC2CS(=O)(=O)CC2N1c1cccc(Cl)c1Cl (configuration not stated),5,-6%,-5%,i,3%,9,26%,-5%,-1%,
CCCC(=O)Nc1ccc(C(=O)O)cc1NC(=O)CCC,4,8%,6%,i,16%,3,9%,2%,13%,Spn PMK inh pilot replicates=0.0;Spn MK inh pilot replicates=0.0;DPM-DC inhibit pilot screen %=0.0
COCCOC(=O)C1=C(C)NC(=O)N(C(C)=O)C1c1ccc(Cl)cc1 (configuration not stated),0,7%,-2%,i,8%,8,-9%,-5%,6%,
CN(c1ccccc1C(=O)N1CCN(c2cccc(Cl)c2)CC1)S(C)(=O)=O,13,8%,21%,i,1%,9,-5%,-2%,16%,Spn PMK inh pilot replicates=2.0;Spn MK inh pilot replicates=0.0;DPM-DC inhibit pilot screen %=5.0
SMILES,Spn MK inh,HPDE-C7 viability,KRASV12 cytotoxicity,DPM-DC inhibit,LYP phosphatase,Spn PMK inh,HT1080 viability,Bfl-1 displacement,Alkaline phosphatase,others
COC(=O)C(C)Sc1nc2c(c(=O)[nH]c(=O)n2C)n1CCC(C)C (configuration not stated),2,.,.,i,11%,11,-4%,.,.,
CC1CCN(CCn2c(=S)[nH]c3ncccc3c2=O)CC1,9,-17%,7%,i,7%,8,34%,0%,0%,Spn PMK inh pilot replicates=2.0;Spn MK inh pilot replicates=0.0;DPM-DC inhibit pilot screen %=0.0
CC(c1ccccc1)C1NC(C(=O)O)CS1 (configuration not stated),8,6%,12%,i,0%,11,-12%,1%,14%,
O=C1CC(N2CCCCCC2)C(=O)N1c1ccc2c(c1)OCO2 (configuration not stated),9,-12%,-9%,i,4%,5,8%,-8%,-2%,
CCc1nc2oc3ccccc3c(=O)c2c(=O)n1Cc1ccccc1,10,8%,18%,i,.,8,-15%,-1%,13%,
NC(=O)c1ccccc1NC(=O)c1ccccc1F,0,-6%,-6%,i,-5%,0,8%,-2%,6%,
CC1(C)Cc2c(oc3ncn4ncnc4c23)CO1,13,0%,1%,i,10%,0,-3%,-4%,16%,
Cn1c(NCc2ccccc2Cl)nc2ccccc21,6,-4%,7%,i,10%,7,-4%,-6%,9%,
COc1ccc(CNc2cc(C)ccc2C)c(OC)c1OC,10,1%,-2%,i,-6%,0,-7%,0%,7%,
CCC(C)NC(=O)C1(C)CCC(=O)N1Cc1ccccc1OC (configuration not stated),5,-3%,-8%,i,-8%,13,-12%,9%,5%,Spn PMK inh pilot replicates=6.0;Spn MK inh pilot replicates=8.0;DPM-DC inhibit pilot screen %=7.0
CCOC(=O)C(C)n1cnc2sc3c(c2c1=O)CCC3 (configuration not stated),2,-6%,-6%,i,3%,10,6%,-2%,8%,
CCOC(=O)N1CCN(C(c2cccc(OC)c2)c2sc3nc(C)nn3c2O)CC1 (configuration not stated),7,-13%,-9%,i,14%,12,0%,5%,6%,
Cc1noc(C)c1CN1C(=O)NC(Cc2ccccc2)(Cc2ccccc2)C1=O,13,2%,0%,i,-3%,8,-5%,6%,4%,
COc1cccc(C(=O)CSc2nnnn2C)c1,2,-27%,-13%,i,.,20,2%,-8%,14%,
COC(=O)c1cccc(COC(=O)CNC(=O)c2ccco2)c1,9,0%,2%,i,14%,18,6%,0%,-7%,
O=C(Nc1ccc2oc(Cc3ccc(Cl)cc3)nc2c1)c1cccnc1,0,34%,58%*,i,-1%,11,18%,-8%,10%,Spn PMK inh pilot replicates=0.5;Spn MK inh pilot replicates=8.0;DPM-DC inhibit pilot screen %=0.0
CN(C)/C=N/c1c(C(=O)NCc2ccccc2)nnn1Cc1ccccc1,0,-10%,-17%,i,2%,14,3%,-1%,3%,
CCc1c(C(=O)NC2CCCCC2)[nH]c(C)c1C(C)=O,12,-14%,-10%,i,14%,10,15%,-4%,6%,
CCCCN(C)S(=O)(=O)c1ccc(C(=O)Nc2nnc(CSC)o2)cc1,5,12%,-2%,i,11%,11,0%,0%,13%,
Cn1c(=O)[nH]c(=O)c2c1nc(NC1CCCCC1)n2CC(=O)NC1CCCCC1,7,9%,-12%,i,10%,11,-3%,3%,7%,Spn PMK inh pilot replicates=0.0;Spn MK inh pilot replicates=0.0;DPM-DC inhibit pilot screen %=0.0
COC(=O)CSc1nnc(CNC(=O)c2ccccc2OC)n1C,2,-14%,-8%,i,.,20,-4%,-2%,7%,
COc1ccc(C(C)=O)cc1CSCCC(=O)O,8,-5%,-4%,i,14%,10,-2%,-2%,2%,
C=CCN(CC=C)S(=O)(=O)c1ccc2nc(NC(=O)C(C)C)sc2c1,6,77%*,70%*,i,-7%,0,42%,-2%,13%,
O=C(CCCN1C(=O)c2ccccc2C1=O)NCCCN1CCOCC1,0,0%,-7%,i,6%,0,2%,0%,7%,
CCOC(=O)Cc1csc(NC(=O)CSc2nnc(C3CC3)n2C)n1,4,-22%,-12%,i,7%,9,4%,-1%,8%,Spn PMK inh pilot replicates=3.5;Spn MK inh pilot replicates=0.0;DPM-DC inhibit pilot screen %=3.0

# Filtered by structure, the entries above with a thiophene ring, fused or not
SMILES,Spn MK inh,HPDE-C7 viability,KRASV12 cytotoxicity,DPM-DC inhibit,LYP phosphatase,Spn PMK inh,HT1080 viability,Bfl-1 displacement,Alkaline phosphatase,others
CCOC(=O)CSc1nnc(-c2cccs2)n1-c1ccccc1,0,-5%,5%,i,4%,0,0%,-4%,7%,
CCOC(=O)C(C)n1cnc2sc3c(c2c1=O)CCC3 (configuration not stated),2,-6%,-6%,i,3%,10,6%,-2%,8%,

# Returning to the listing, repeating the 2 entries before the break.
SMILES,Spn MK inh,HPDE-C7 viability,KRASV12 cytotoxicity,DPM-DC inhibit,LYP phosphatase,Spn PMK inh,HT1080 viability,Bfl-1 displacement,Alkaline phosphatase,others
O=C(CCCN1C(=O)c2ccccc2C1=O)NCCCN1CCOCC1,0,0%,-7%,i,6%,0,2%,0%,7%,
CCOC(=O)Cc1csc(NC(=O)CSc2nnc(C3CC3)n2C)n1,4,-22%,-12%,i,7%,9,4%,-1%,8%,Spn PMK inh pilot replicates=3.5;Spn MK inh pilot replicates=0.0;DPM-DC inhibit pilot screen %=3.0
CCCCNC1C(CC)C(CCC)C(C#N)(C#N)C1(C#N)C#N (configuration not stated),5,32%,17%,i,.,0,13%,21%,-1%,
Cn1c(C(C#N)C(=O)c2sc3ccccc3c2Cl)nc2ccccc21 (configuration not stated),6,47%,31%,i,5%,2,14%,1%,12%,
O=C(NCc1ccco1)c1cccc(F)c1,3,8%,1%,i,8%,4,0%,-6%,19%,
COc1ccc2ccccc2c1C1CC(=O)N2CN(C3CCCCC3)CSC2=C1C#N (configuration not stated),11,-8%,-5%,i,2%,3,-7%,1%,7%,
COc1ccc(C(=O)CSc2nnc(COc3ccccc3)n2Cc2ccco2)cc1,7,-11%,-7%,i,18%,3,-18%,-3%,13%,
CCN1C(=O)CC(C(=O)Nc2ccc(F)cc2)SC1=Nc1ccc2c(c1)OCO2 (configuration not stated),0,-1%,7%,i,7%,2,21%,4%,16%,Spn PMK inh pilot replicates=5.5;Spn MK inh pilot replicates=2.5;DPM-DC inhibit pilot screen %=3.5
N#Cc1ccccc1NC(=O)c1ccc(-c2ccccc2Cl)o1,12,-36%,-36%,i,1%,6,.,-3%,15%,
Cn1c(=O)cc(SCC(=O)Nc2cccnc2)c2ccccc21,7,.,.,i,4%,9,-3%,-10%,6%,
CC(=O)NC(CCS(C)(=O)=O)C(=O)Nc1ccc(Oc2ccccc2)cc1 (configuration not stated),0,-2%,5%,i,7%,13,3%,4%,3%,
CC(C)CNC(=O)c1cccc(Cn2cc(Cl)cn2)c1,0,-6%,-8%,i,-5%,4,-2%,-3%,8%,
CN1c2ccccc2C(C)(C)C12C=Cc1cc(O)ccc1O2 (configuration not stated),5,15µM*,.,i,.,3,4%,-5%,29%,
O=C(O)C1CSC(c2ccncc2)N1 (configuration not stated),0,-6%,-10%,i,14%,16,10%,-1%,7%,
